Screening results (PubChem BioAssay)
TRAIL sens C8: sensitizes caspase-8 expressing cells to TRAIL. NB7+C8 cells + TRAIL, ATPlite viability luminescence. AID 624354. inhibition (viability loss, TRAIL sensitization), % at 10 µM. 1% of 360,000 active;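 active = compounds causing at least 50% loss of cell viability in the single-dose screen, relative to plate controls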
NR5A2 inv ag: inverse agonists of human LRH-1 (NR5A2). HEK293T StAR-luciferase reporter, LRH-1 transfected, 24 h. O00482. 0.13% of 360,000 active. inhibition, % at 3.6 µM;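 active = inhibition above the mean inhibition of all tested compounds plus 3 SD, cut at about 73% in these data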;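 also: 0% = DMSO wells and 100% = reporter-only cells lacking LRH-1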
COUP-TFII inh: blocks human COUP-TFII nuclear receptor; inhibition, % at 8.6 µM; HEK293T NGFI-A luciferase reporter, luminescence; 0.7% of 370,000 active; AID 686940;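 active = inhibition above a per-plate cutoff, mean inhibition of test wells between control levels plus 3 SD, cut at about 38% in these data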;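 also: cells cotransfected with COUP-TFII expression vector driving the NGFI-A reporter; 0% = median of COUP-TF2 test wells and 100% = reporter-only cells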
SRC3 inh: inhibitors of human steroid receptor coactivator 3 (SRC3). Q9Y6Q9. HEK293 GAL4-SRC3 luciferase reporter, luminescence. inhibition, % at 3.6 µM. 0.17% of 360,000 active;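 active = inhibition above a per-campaign cutoff, the mean of all compounds plus 3 SD, cut at about 60% in these data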;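 also: 0% = DMSO-treated cells and 100% = gossypol-treated cells at 36 µM; higher means less SRC3-driven luciferase light from the GAL4 reporter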
TWEAK Fn14 block: inhibitors of TWEAK-Fn14 interaction signaling; TWEAK-stimulated Fn14 reporter cells, luciferase luminescence, 8 h; inhibition, % at 10 µM; 2% of 360,000 active; in the data active = inhibition above about 50%
NCOA2 inhibitor: inhibits human steroid receptor coactivator 2; inhibition, % at 9 µM; 0.17% of 370,000 active; Q15596; HEK293 GAL4-SRC2 luciferase reporter, luminescence;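 active = inhibition above the mean inhibition of all tested compounds plus 3 SD, set per campaign, cut at about 52% in these data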;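 also: 0% = DMSO treated cells and 100% = cells given Gossypol at 36 µM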
Target sequence (Q15596 whole entry, looked up, the tested form may be a part): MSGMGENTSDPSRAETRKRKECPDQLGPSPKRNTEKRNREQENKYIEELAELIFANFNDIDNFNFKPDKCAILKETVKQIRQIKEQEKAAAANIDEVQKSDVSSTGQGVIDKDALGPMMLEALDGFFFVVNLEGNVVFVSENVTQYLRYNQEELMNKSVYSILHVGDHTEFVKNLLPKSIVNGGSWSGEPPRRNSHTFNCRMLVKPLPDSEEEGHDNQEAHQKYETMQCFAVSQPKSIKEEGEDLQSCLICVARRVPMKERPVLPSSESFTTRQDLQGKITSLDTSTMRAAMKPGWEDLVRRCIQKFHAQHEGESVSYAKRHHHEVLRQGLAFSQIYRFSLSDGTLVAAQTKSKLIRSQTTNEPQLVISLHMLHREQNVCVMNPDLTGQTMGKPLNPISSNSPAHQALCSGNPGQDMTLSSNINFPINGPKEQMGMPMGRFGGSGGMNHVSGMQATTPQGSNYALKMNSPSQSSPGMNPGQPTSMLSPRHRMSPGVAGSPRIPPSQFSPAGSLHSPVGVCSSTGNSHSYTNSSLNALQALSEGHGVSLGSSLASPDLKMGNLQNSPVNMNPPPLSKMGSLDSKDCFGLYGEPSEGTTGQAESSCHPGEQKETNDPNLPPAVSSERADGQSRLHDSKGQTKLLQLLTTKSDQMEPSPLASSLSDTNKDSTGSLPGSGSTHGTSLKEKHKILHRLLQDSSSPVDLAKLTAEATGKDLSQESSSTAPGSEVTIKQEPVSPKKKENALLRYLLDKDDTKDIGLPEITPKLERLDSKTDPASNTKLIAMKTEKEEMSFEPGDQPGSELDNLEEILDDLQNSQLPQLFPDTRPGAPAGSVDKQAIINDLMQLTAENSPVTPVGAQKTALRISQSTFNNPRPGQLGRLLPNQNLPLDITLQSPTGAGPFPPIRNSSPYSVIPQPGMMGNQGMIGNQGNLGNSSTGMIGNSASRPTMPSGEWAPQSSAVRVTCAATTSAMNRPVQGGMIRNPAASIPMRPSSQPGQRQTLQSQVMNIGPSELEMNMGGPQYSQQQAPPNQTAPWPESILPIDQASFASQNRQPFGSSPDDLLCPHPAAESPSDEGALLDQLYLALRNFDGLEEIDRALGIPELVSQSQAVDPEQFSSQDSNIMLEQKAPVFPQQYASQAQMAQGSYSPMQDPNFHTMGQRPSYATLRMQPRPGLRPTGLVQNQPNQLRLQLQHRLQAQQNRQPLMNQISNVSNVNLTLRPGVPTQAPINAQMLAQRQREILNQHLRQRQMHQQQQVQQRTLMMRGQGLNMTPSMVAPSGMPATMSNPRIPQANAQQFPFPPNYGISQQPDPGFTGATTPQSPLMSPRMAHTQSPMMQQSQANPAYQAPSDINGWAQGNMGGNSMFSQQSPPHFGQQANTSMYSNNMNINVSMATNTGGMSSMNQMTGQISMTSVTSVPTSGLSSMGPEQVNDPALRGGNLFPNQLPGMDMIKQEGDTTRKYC
KKLEB tox: CF airway cell cytotoxicity counter-screen; KKLEB CF airway cells viability, ATPlite luminescence, overnight; hits give low values; cells stimulated with P. aeruginosa culture filtrate; activity change (cytotoxicity), % at 5 µM; 0.36% of 360,000 active;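 active = corrected activity change at or below -50% at 5 µM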
NCOA1 inh: inhibitors of human steroid receptor coactivator 1 (SRC1) | Q15788 | HEK293 GAL4-SRC1 luciferase reporter, luminescence | inhibition, % at 3.6 µM | 0.12% of 360,000 active | AID 588354;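 active = inhibition above the campaign mean plus 3 SD, with each screening campaign given its own cutoff, cut at about 60% in these data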;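 also: 0% = DMSO treated cells and 100% = gossypol at 36 µM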
TROY signal inh: inhibitors of TROY-dependent NF-kB signaling; inhibition, % at 10 µM; Q293 LMP1-TROYcd NF-kB luciferase reporter, 4 h; 0.98% of 360,000 active;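 active = compounds whose plate-normalised and pattern-corrected inhibition of the luciferase reporter signal at the single screening dose is 50% or more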
LMP1 NFkB inh: Epstein-Barr LMP1 NF-kappaB reporter inhibition; LMP1-induced NF-kappaB luciferase reporter cells, luminescence; inhibition, % at 12.5 µM; 0.69% of 350,000 active; in the data active = inhibition above about 41%;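 also: 0% = neutral control wells and 100% = reference inhibitor control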
CF NFkB block: blocks PAF-induced NF-kB reporter in cystic fibrosis cells; KKLEB NF-kB-GFP reporter, GFP fluorescence overnight; inhibition, % at 5 µM; 0.86% of 360,000 active;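 active = at least 50% inhibition at 5 µM, scaled per plate between neutral and stimulator controls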;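 also: PAF is a Pseudomonas aeruginosa culture filtrate used as stimulus; plate controls were PAF-stimulated DMSO wells for no effect and unstimulated DMSO wells for full effect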
* = called active by the depositor; · = not tested or not shown.

SMILES	TRAIL sens C8	NR5A2 inv ag	COUP-TFII inh	SRC3 inh	TWEAK Fn14 block	NCOA2 inhibitor	KKLEB tox	NCOA1 inh	TROY signal inh	LMP1 NFkB inh	CF NFkB block
Cc1ccc(NC(=O)C2=C(O)c3sccc3N(C)S2(=O)=O)cc1	10.4	-19.8	-4.7	-21.9	-14.6	-30.4	3.8	-12.0	-36.2	-1.9	-1.2
Cc1cccc(NC(=O)c2c(C)cc(=O)oc2C)n1	-1.9	-19.8	9.2	9.7	-1.5	-17.2	-10.9	13.2	-4.2	0.9	-3.7
COc1ccc(-n2c(C)cc(C(=O)Cn3nnc4ccccc4c3=O)c2C)cc1	36.6	-10.2	-0.8	-24.6	-27.3	5.4	-2.7	-20.9	-20.8	-7.1	4.3
COc1ccc(Cl)cc1NS(=O)(=O)c1cccc(C(=O)NCC(c2ccco2)N2CCCC2)c1 (stereo unspecified)	7.7	-4.3	-2.3	10.3	0.1	-3.5	-5.4	3.0	8.6	-2.9	8.8
CCN1CCN(c2nc(-c3ccc(F)cc3)cc(=O)[nH]2)CC1	-4.6	22.9	0.7	-2.4	2.5	14.1	7.5	-1.8	-4.6	-5.4	1.8
CS(=O)(=O)c1ccc(Cl)c(C(=O)NCC2CCCCC2)c1	4.5	-3.0	12.4	4.7	12.4	5.3	-2.2	-12.4	5.2	-2.3	-9.8
CC1(CCc2ccccc2)NC(=O)NC1=O (stereo unspecified)	-1.4	10.4	-0.5	-10.5	37.2	-7.8	-4.7	-3.8	2.9	37.6	-10.4
O=C(Nc1ccccc1)c1ccc2snnc2c1	-1.2	-25.2	-20.9	-16.3	-16.2	-34.2	-19.2	-27.0	-33.3	3.4	0.4
CCOC(=O)c1ccc(S(=O)(=O)N2CCN(C)CC2)cc1	-11.4	16.1	-2.4	15.8	-1.4	-9.3	11.1	-10.2	-41.2	-9.0	7.2
COc1ccc(N2C(=O)c3ccc(C(=O)Nc4ccccc4O)cc3C2=O)cc1	-3.4	-2.3	-5.1	-5.4	-7.6	-14.5	5.1	18.5	2.6	10.7	-3.9
CC12CCC(C(=O)N(c3cccc(Cl)c3)C1=O)C2(C)C (stereo unspecified)	-8.3	-12.1	2.2	14.7	12.9	-14.1	2.7	-10.8	4.8	2.5	6.6
Cc1nnc(NC(=O)CSc2ncn(-c3ccccc3)n2)s1	-2.3	28.6	11.0	-6.1	-10.8	-27.2	0.6	-7.6	-4.3	12.0	7.7
CC(=O)C(C)Oc1ccc2c3c(c(=O)oc2c1)CCCC3 (stereo unspecified)	26.9	-36.5	-43.5	-33.3	-20.3	-31.9	-4.8	-39.6	-22.0	-20.3	-5.7
COc1ccc(/C=C/C(=O)OCC(=O)NCc2ccccc2Cl)cc1OC	-0.2	-8.5	-4.6	5.7	22.5	-28.4	-4.6	10.3	12.3	-3.9	5.1
CCCN1C(=O)C(O)(CC(=O)c2ccc3c(c2)OCCO3)c2ccccc21 (stereo unspecified)	-16.9	-8.8	4.2	1.7	13.8	5.5	8.6	-9.6	-1.9	-8.1	-6.2
COc1cccc(N2CCN(c3ccc(N4C(=O)CCC4=O)cc3[N+](=O)[O-])CC2)c1	-13.4	9.9	8.2	22.0	-9.1	-14.5	7.6	7.4	2.1	-16.1	-2.9
Cc1noc(C)c1C(=O)OC(C(=O)NC1CCCC1)c1ccc(F)cc1 (stereo unspecified)	3.5	-4.1	·	-9.1	6.2	·	9.2	9.9	-7.3	-4.2	-2.6
CN(c1ccccc1)S(=O)(=O)c1cccc(C(=O)OCC(=O)NCc2ccccc2)c1	5.8	-4.6	8.8	0.0	3.6	-10.1	0.2	-2.3	5.2	7.6	-8.0
CCOC(=O)C1=C(O)/C(=C\c2cccs2)N=C1C	-1.9	7.2	19.5	5.5	1.3	-10.9	-8.6	-10.4	14.2	-6.2	5.9
CCOc1ccc(C2/C(=C(\O)c3ccc4c(c3)OCCO4)C(=O)C(=O)N2CCN2CCOCC2)cc1OCC (stereo unspecified)	-10.6	-15.4	-21.7	3.5	-6.9	-16.5	2.5	2.1	-2.1	0.1	13.0

Just NCOA1 inh and CF NFkB block, for some of the entries so far:
SMILES	NCOA1 inh	CF NFkB block
CN(c1ccccc1)S(=O)(=O)c1cccc(C(=O)OCC(=O)NCc2ccccc2)c1	-2.3	-8.0
CC1(CCc2ccccc2)NC(=O)NC1=O (stereo unspecified)	-3.8	-10.4
CS(=O)(=O)c1ccc(Cl)c(C(=O)NCC2CCCCC2)c1	-12.4	-9.8

The list goes on.
SMILES	TRAIL sens C8	NR5A2 inv ag	COUP-TFII inh	SRC3 inh	TWEAK Fn14 block	NCOA2 inhibitor	KKLEB tox	NCOA1 inh	TROY signal inh	LMP1 NFkB inh	CF NFkB block
CC[N+]1(CC(O)COC2CC(C)CC(C)(C)C2)CCOCC1 (stereo unspecified)	12.3	4.5	-0.2	14.6	-13.0	0.6	4.7	3.0	-14.9	-0.5	7.4
COc1cccc(/C=N/n2cnc3ccccc32)c1OC	18.6	-190.1	-47.2	-78.8	7.3	-26.2	6.2	-93.5	-51.3	-19.7	5.9
COc1ccccc1C(=O)NC1CCN(C(=O)Nc2ccc(C)cc2)CC1	0.8	-16.5	25.0	9.3	-1.6	-0.2	-1.3	-22.1	30.8	8.0	1.7
O=C(NCc1cc2ccccc2[nH]1)c1ccccc1F	5.2	1.5	-13.9	-27.0	9.3	6.8	-0.6	-9.2	-12.3	-11.3	21.4
O=C(COC(=O)c1cc2ccccc2oc1=O)Nc1cccc(S(=O)(=O)N2CCCCCC2)c1	-7.4	-43.8	-0.1	-23.1	-61.9	-21.3	2.6	-30.0	-11.2	-14.8	0.9
CC1CCc2nn(CC(=O)N3CCCCCC3)cc2C1 (stereo unspecified)	-5.3	-24.7	-15.1	-16.9	7.6	-29.9	2.6	-16.8	-17.8	-6.2	6.5
O=C1CSC(c2cccnc2)N1c1cccc(Cl)c1 (stereo unspecified)	-1.1	-0.2	0.3	-5.2	3.1	-42.9	-2.5	-4.4	-3.1	-2.8	-16.2
CCOC(=O)C(c1ccccc1)N1CCN(c2ccc(OC)cc2)CC1 (stereo unspecified)	-2.2	7.8	-0.7	10.4	9.9	17.5	12.3	-23.9	-17.6	-3.8	-1.0
COc1ccccc1OCCSc1nc2ccccc2n1CCO	-1.0	-8.0	19.2	-2.3	-6.0	-16.2	0.4	-9.9	-13.0	-0.5	9.7
C=CCNc1nc(Cl)nc(NC2CCCCC2)n1	15.5	-0.6	15.9	-37.2	-4.9	-22.4	-16.7	-40.3	-35.0	-9.1	28.5
CC(C)N(Cc1nc(-c2ccc(Cl)cc2)no1)C(=O)C(c1ccccc1)c1ccccc1	7.1	-8.7	-0.7	6.3	21.7	-6.0	0.3	-0.9	-7.4	-1.8	-4.2
C[C@@H]1CC=C[C@H]2[C@H]1C(=O)N(Cc1ccccc1)[C@H]2c1ccc(-c2cc3ccccc3s2)cc1F	13.0	-11.7	-9.4	-16.9	4.3	-45.1	5.6	-37.4	-9.1	-38.5	18.4
COC(=O)c1c(C)nc(C)c(C(=O)OC)c1-c1ccsc1	-6.5	4.5	-1.0	6.7	9.8	-10.5	-8.4	12.1	-5.9	·	4.6
CCN(CC)CCNC(=O)c1ccc(NC(=O)c2c(F)cccc2Cl)cc1	-1.7	-0.3	-5.6	14.5	2.3	-10.8	5.3	4.4	6.5	3.1	-13.8
Cc1ccc(-n2nnnc2SCC(=O)c2c(N)n(C3CC3)c(=O)[nH]c2=O)cc1	-11.9	-13.7	18.1	-3.1	-12.4	17.9	-9.7	-4.6	-7.4	3.2	-28.1
COCCNC(=O)c1sc2ncn(CC(=O)N3CCCCC3)c(=O)c2c1C	-3.0	-3.9	0.4	2.6	3.7	-19.6	15.0	-16.7	-11.9	19.0	-1.1
Cc1onc(-c2ccccc2)c1C(=O)NNC(=S)NC(=O)c1ccc(F)cc1	3.6	0.0	0.0	-0.1	10.6	-20.4	-9.9	18.8	26.7	-1.5	23.4
COc1ccc(/C=N/N2CCOCC2)cc1Cn1cc([N+](=O)[O-])cn1	-4.9	8.8	-12.3	4.0	-2.6	-9.0	7.1	10.2	-12.6	-2.1	0.9
O=C(/C=C/c1c(Cl)cccc1Cl)n1cccn1	-27.0	-2.9	14.7	-10.6	15.8	4.5	-2.7	1.4	23.1	-10.0	14.8
CCN1CCN(C(=O)CS(=O)(=O)Cc2nc(-c3ccccc3C)oc2C)CC1	18.4	5.8	-4.9	-0.9	-3.4	-12.3	-20.5	2.0	-5.6	-1.8	10.1
CC(NC(=O)Cc1ccc(F)cc1)c1ccccc1 (stereo unspecified)	-14.0	17.1	2.4	-1.3	21.4	-16.4	4.9	5.4	-6.6	-20.2	6.8
COc1cc2c(cc1OC)-c1cc(Nc3cccc(F)c3)nc(=O)n1CC2	-11.0	-4.1	3.2	-9.2	-42.5	-23.7	-5.2	-18.7	1.4	15.8	11.8
CC(NC(=O)c1ccc(N2CCCC2)c([N+](=O)[O-])c1)c1ccc(S(N)(=O)=O)cc1 (stereo unspecified)	-11.1	12.2	-1.0	1.4	-8.7	-16.7	-7.1	-38.3	-3.1	-11.5	0.8
CC1Cc2nc(SCC(=O)Nc3ccc4c(c3)OCO4)n(CCc3ccccc3)c(=O)c2S1 (stereo unspecified)	-2.7	-9.9	-16.9	12.4	6.1	-6.5	4.9	-12.5	-12.5	-5.5	-14.9
COc1nc(C)ccc1-c1noc(-c2ccncc2)n1	-6.7	-42.0	-12.2	-60.4	-38.4	-84.7	-19.4	-70.3	-36.9	-15.8	4.8
O=C(CC12CC3CC(CC(C3)C1)C2)NC(=S)NCc1ccco1	0.0	21.5	13.0	5.8	3.4	14.3	2.7	7.8	-4.2	-21.4	12.0
CCc1ccc2n(-c3ccc(OC)cc3)c([S-])c(C(=O)Nc3cc(C)cc(C)c3)[n+]2c1	-10.8	0.5	20.9	-3.6	-68.6	-12.3	10.2	-5.6	-24.9	-8.7	-12.6
COC(C(=O)Nc1ccc(S(=O)(=O)Nc2ccc(C)c(C)c2)cc1)c1ccccc1 (stereo unspecified)	5.4	29.8	2.0	25.4	14.5	6.7	2.6	24.9	19.4	0.4	-9.6
O=C(Nc1cccnc1Cl)c1cccnc1Cl	6.7	-3.4	7.3	8.2	1.9	-3.3	-1.0	-6.4	-8.9	1.3	6.7
Cc1sc2ncnc(N3CCC(C(=O)NNC(=O)c4ccccc4Cl)CC3)c2c1C	11.8	9.0	2.6	-0.4	29.8	27.5	7.5	12.3	21.0	2.4	5.7
N#CC1(NC(=O)COC(=O)c2ccc(-c3ccc(O)cc3)cc2)CCCCC1	-1.9	-51.0	-15.2	-30.1	-31.9	-19.9	2.5	-38.9	-53.5	3.9	14.7
O=C(O)Cn1cc(/C=C/[N+](=O)[O-])c2ccccc21	-0.8	14.8	-2.7	10.9	-7.5	10.8	11.4	-24.4	21.7	-0.9	5.0
Cc1ccnc(N2C(=O)c3ccccc3C2Nc2ccccc2Cl)c1 (stereo unspecified)	-10.0	-23.5	11.6	-14.9	-1.6	-2.5	-0.7	2.1	-20.4	1.0	1.6

Compounds were not picked by outcome. About 4.2% of those tested had a hit in this group.
